CaV13 ICDI inh = Primary screen for inhibitors of IQ motif and Ca2+-dependent inactivation inhibitor domain binding in CACNA1D, Förster resonance energy transfer in living cells, … | HEK cells, CFP/YFP FRET ICDI-IQ, plate reader, 10 min; percent FRET-ratio fall versus neutral wells | 340,000 compounds, 0.098% hits | AID 743397 | inhibition, % at 12.3 µM;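 active = mean replicate inhibition of at least 30% and at least 1% of replicates passing that level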;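 note: 0% = median of the neutral control wells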
hiPSC survival = increases survival of single human iPS cells. 360,000 compounds, 0.044% hits. survival enhancement, % at 20 µM. hiPSC single-cell survival, ATPlite luminescence; 100% = ROCK inhibitor wells, 0% = DMSO; in the data active = survival enhancement above about 18%;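 note: cells exposed to compounds for 16 hours before the ATP read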
Granule exo inh = blocks lytic granule exocytosis | TALL-104 LAMP-1 surface exposure, flow cytometry; cells stimulated with thapsigargin and PMA | inhibition, % at 10 µM | 360,000 compounds, 0.66% hits;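 active = inhibition above about 55%, limit read from the data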
m5-HT2A agonist = activates the mouse 5-HT2A serotonin receptor; P35363; CHO-K1 mHTR2A beta-arrestin complementation, luminescence; percent of 30 µM serotonin response; activation, % at 7.6 µM; 360,000 compounds, 0.66% hits;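 active = activation above a run cutoff, the mean activation of all tested compounds plus 3 SD, cut at about 14% in these data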;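 note: 0% = plate median of compound wells and 100% = 30 µM serotonin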
Target sequence (P35363 whole entry, looked up): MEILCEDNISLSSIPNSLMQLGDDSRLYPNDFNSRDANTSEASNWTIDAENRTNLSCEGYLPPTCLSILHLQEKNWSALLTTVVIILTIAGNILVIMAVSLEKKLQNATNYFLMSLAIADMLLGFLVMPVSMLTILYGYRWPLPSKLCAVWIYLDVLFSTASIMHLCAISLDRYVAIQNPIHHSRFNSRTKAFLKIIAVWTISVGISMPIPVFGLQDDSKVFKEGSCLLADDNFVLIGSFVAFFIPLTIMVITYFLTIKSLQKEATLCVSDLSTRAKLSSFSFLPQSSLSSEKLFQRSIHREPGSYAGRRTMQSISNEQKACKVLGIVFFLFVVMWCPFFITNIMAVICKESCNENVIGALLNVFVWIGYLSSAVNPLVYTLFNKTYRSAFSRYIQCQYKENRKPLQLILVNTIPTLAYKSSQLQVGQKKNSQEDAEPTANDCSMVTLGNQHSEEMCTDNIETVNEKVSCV
Glyco luc inh = blocks N-linked glycosylation in D54 reporter cells. reporter increase, % at 12.5 µM. D54 ERlucT glycosylation luciferase reporter, 24 h; percent of 100 nM tunicamycin response. 360,000 compounds, 0.23% hits;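 active = mean luciferase reporter signal, scaled so untreated is 0 and the glycosylation-blocking control 100, at or above a set limit in every replicate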;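 note: luciferase carries N-glycosylation sites so blocking glycosylation raises the light; 0% = median of neutral control wells and 100% = median of 100 nM tunicamycin wells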
ABCB6 inh 2 = human ABCB6 transporter inhibition; Q9NP58; K562-ABCB6 porphyrin accumulation, flow cytometry, 1 h; stronger effect = lower value; fluorescence ratio to DMSO, % at 10 µM; 360,000 compounds, 0.19% hits; AID 602162;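 active = fluorescence ratio to DMSO below 75%, the collection mean minus 3 SD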;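 note: signal is porphyrin accumulated inside mitochondria; 100% equals median channel fluorescence of DMSO control wells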
aDG glyco act = alpha-DG glycosylation activation; 360,000 compounds, 0.22% hits; activation, % at 10 µM; Pro5-aDG cells, alpha-DG glycosylation AlphaScreen (IIH6); 0% Pro5, 100% B10-LARGE cell signal;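 active = activation of at least 8% versus controls, or a plate z-score of at least 8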;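 note: Pro5 are CHO cells carrying HIG-tagged alpha-DG that lacks glycosylation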
Cardio protect = modulators protecting cardiomyocytes from myocardial damage | H9c2 cardiomyocytes, H2O2 injury protection, ATPLite, 2 h | protection from H2O2 cell death, % at 20 µM | 360,000 compounds, 0.63% hits;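 active = compounds giving at least 50% protection of heart cells from peroxide-induced death in the single-dose screen, raw or plate-pattern-corrected value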;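 note: 0% = DMSO wells with peroxide and 100% = DMSO wells without peroxide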
PDI turbidity = inhibitors of human protein disulfide isomerase; 350,000 compounds, 0.052% hits; inhibition, % at 10 µM; PDI insulin aggregation turbidity, A650, 90 min; P07237;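 active = mean inhibition across replicates of 30% or more, whatever share of single replicates reach that level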;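 note: absorbance from insulin aggregation driven by PDI reduction with DTT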
Target sequence (P07237 whole entry, looked up): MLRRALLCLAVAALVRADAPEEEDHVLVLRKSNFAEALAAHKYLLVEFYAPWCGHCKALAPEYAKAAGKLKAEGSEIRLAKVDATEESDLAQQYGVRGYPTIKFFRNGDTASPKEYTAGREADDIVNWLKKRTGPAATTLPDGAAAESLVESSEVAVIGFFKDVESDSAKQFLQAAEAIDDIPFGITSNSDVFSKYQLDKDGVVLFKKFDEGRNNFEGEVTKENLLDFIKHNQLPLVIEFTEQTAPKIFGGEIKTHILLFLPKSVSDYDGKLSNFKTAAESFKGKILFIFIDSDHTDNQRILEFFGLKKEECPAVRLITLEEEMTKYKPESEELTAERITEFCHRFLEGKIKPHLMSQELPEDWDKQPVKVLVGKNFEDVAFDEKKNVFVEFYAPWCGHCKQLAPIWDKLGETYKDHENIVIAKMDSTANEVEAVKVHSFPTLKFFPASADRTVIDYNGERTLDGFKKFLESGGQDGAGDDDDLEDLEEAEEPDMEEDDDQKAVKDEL
Vif imaging = inhibitors of HIV Vif | HEK293T cells, Vif self-association by quenched fluorescence, imaging, 24 h | inhibition, % at 7.49 µM | 340,000 compounds, 0.35% hits | AID 602346; in the data active = inhibition above about 50%, passing the limit was not always enough; note: some results filed as inactive read as strong as hits
* marks the source's active call; other numbers are inactive results; . = not tested or not shown.

SMILES	CaV13 ICDI inh	hiPSC survival	Granule exo inh	m5-HT2A agonist	Glyco luc inh	ABCB6 inh 2	aDG glyco act	Cardio protect	PDI turbidity	Vif imaging
O=C(Nc1ccc(Cl)c(S(=O)(=O)N2CCOCC2)c1)c1cc(-c2ccccn2)nc2ccccc12	6	-0.1	-5	0	-1	86	-0.6	24	-2	-5
CC(C)CNC(=O)CCc1c[nH]c2ccccc12	.	2.9	3	-2	1	104	0.0	15	-22	10
Cc1ccc(-c2cnc3n2CCCCC3)cc1	-1	-0.6	-5	-4	-3	94	0.7	-2	6	-4
O=C(N/N=C/c1ccccc1F)c1csc2c1CCCC2	.	-1.7	-2	-8	-8	99	0.2	-14	-7	10
CC(C)Cc1cc(C(=O)N2CCCC(C(=O)c3cc(F)ccc3F)C2)no1 (centres undefined)	-6	-0.3	-1	-1	1	98	0.0	-1	2	2
CCOC(=O)CNC(=O)N(CCOC)CC1CCCN(C2Cc3ccccc3C2)C1 (centres undefined)	-4	-0.4	6	-1	1	97	0.0	-2	-7	1
O=C(CCC(=O)Nc1ccccc1Cl)N/N=C1\CCCc2ccccc21	-3	-0.5	-4	-1	0	99	0.0	-7	-16	-2
COc1ccc(NC(=O)CN2CCCC2c2cccs2)cc1S(=O)(=O)N1CCCCC1 (centres undefined)	-5	-0.3	3	-7	-4	92	0.0	4	10	-10
Cc1ccc(S(=O)(=O)N2CCN(Cc3cccc(C)c3O)CC2)cc1	.	0.5	-9	-3	-1	100	0.6	3	14	1
COc1ccc(C(=O)N(c2ccccc2)c2nccc3ccccc23)cc1OC	-5	0.6	-1	2	0	105	0.0	1	-8	.
Cc1ccc(C(c2nnnn2C(C)(C)C)N(Cc2ccco2)Cc2cccs2)cc1 (centres undefined)	-7	-1.7	2	-1	-9	90	0.7	-16	-6	-10
CCN(CC(=O)Nc1ccccc1OC)C(=O)C1CCCC1	-2	-0.2	-8	2	3	98	-0.2	-3	4	-2
O=C(COC(=O)/C=C/c1ccccc1)NC1CCCCC1	-4	0.1	-6	0	2	97	-0.1	-7	-3	-7
COC(OC)c1ccc(C#N)c(SCc2ccccc2)n1	-5	-0.7	3	1	-1	97	-0.2	-6	-5	0
O=S1(=O)[C@H]2C[C@H](CO)O[C@@]2(CO)CN1Cc1ccc(-c2ccc(F)cc2)cc1	-6	-2.4	1	-3	1	102	-0.2	-22	1	-14
Cc1cccc(C2CC(c3ccccc3)Nc3nc(N)nn32)c1 (centres undefined)	-13	0.7	0	-5	3	101	-0.3	9	.	-7
Cc1ccc(S(=O)(=O)N(CC(=O)N(C)C)c2cccc([N+](=O)[O-])c2)cc1	-1	-0.5	1	-1	0	121	-0.2	-4	-4	2
CC(=O)C(Cc1ccccc1)NC(=O)COc1ccc2c(c1)OCO2 (centres undefined)	-6	0.2	-1	-4	2	97	0.1	-2	5	-3
Cc1cc(C)n(-c2nc3sc4c(c3c3nnc(SC(C)C)n23)CC(C)(C)OC4)n1	-4	2.4	-1	6	0	91	-0.1	13	0	1
O=C(CNc1cc(S(=O)(=O)N2CCOCC2)ccc1N1CCCC1)Nc1ccc(Cl)cc1F	-5	0.7	-2	-3	-1	103	-0.2	-8	-5	.
CCCN1C(C)C(C(=O)OCC)=CN(Cc2cccc(I)c2)S1(=O)=O (centres undefined)	.	-2.3	2	-5	-6	103	0.0	-16	-3	-2
O=C(CCn1cnc2ccccc2c1=O)Nc1ccc2c(c1)OCCO2	-5	0.2	0	3	1	98	0.1	-2	-39	.
Cc1ccc(O)c(CNc2ccc(S(=O)(=O)Nc3nccs3)cc2)c1	-13	0.6	-3	-10	2	97	-0.2	1	-4	-1
CN1CCn2c1nc(N1CCOCC1)nc2=O	1	0.3	7	0	0	98	0.0	6	13	2
O=C(NCc1ccc2c(c1)OCO2)c1sccc1Br	5	0.3	0	-1	-1	100	0.1	0	1	-10
COc1ccc(CN(C(=O)c2cc(=O)c3ccccc3o2)C2CCS(=O)(=O)C2)cc1 (centres undefined)	-2	0.5	0	8	3	102	0.1	0	9	5
CN(C)c1ccc(C(C(=O)NC2CCCCC2)N(Cc2ccco2)C(=O)c2snc(C(N)=O)c2N)cc1 (centres undefined)	-3	0.0	22	6	-2	96	-0.4	53*	-4	6
Cc1cc(-c2csc(N)n2)c(C)n1Cc1ccccc1	-20	-2.9	-4	-2	0	103	-0.1	-10	7	2
O=C(CSc1nc2[nH]c(=O)cc(O)c2s1)Nc1cccc(Br)c1	-6	-0.5	-5	0	2	96	0.1	-6	-1	7
CCC1(CC)Cc2ccccc2-c2nc(CN3CCOCC3)[nH]c(=O)c21	-4	-1.6	-5	-1	4	97	0.1	6	-9	-29
COc1ccccc1CN1CC(C(=O)NCc2ccc(SC)cc2)CCC1=O (centres undefined)	.	-0.3	2	2	-1	95	-0.3	-4	0	-11
CC(C)OCCCNc1ncnc2c1cnn2-c1ccccc1	-1	-2.1	-4	5	-12	104	0.2	-25	2	-5
CCCn1c(O)c(C=Nc2ccccc2)sc1=S	-1	0.5	0	-3	-2	99	0.1	5	24	3
CC(CCc1ccccc1)NC(=O)c1ccccc1C(=O)O (centres undefined)	-5	0.6	16	9	0	105	-0.1	10	3	.
CN(Cc1c(F)cccc1Cl)C(=O)COC(=O)Cn1cnc2ccccc2c1=O	-10	1.4	0	1	1	91	-0.3	-4	2	.
C[C@@H]1CN([C@@H](C)CO)C(=O)CCCn2nncc2CO[C@@H]1CN(C)S(=O)(=O)c1ccccc1C#N	-8	-3.1	0	0	3	102	0.8	-12	-5	0
CCSc1nnc(N)s1	-6	8.1	-7	2	3	99	0.4	76*	-6	-5
O=C(CNC(=O)c1ccccc1F)NCC(c1cccs1)N1CCOCC1 (centres undefined)	-6	-0.1	-9	2	2	100	-0.3	2	-9	4
O=C(CCCN1C(=O)S/C(=C\C=C\c2ccccc2)C1=O)Nc1ccc(O)cc1	-3	0.9	4	-7	-3	96	1.1	-12	8	15
CN(C)CCOC(=O)NCC12CC3CC(CC(C3)C1)C2	-1	0.1	-2	2	-2	97	-0.1	0	-14	4
O=C(N/N=C1\CCCc2ccccc21)c1ccc([N+](=O)[O-])cc1	-6	-1.3	8	-5	-1	101	0.0	4	-8	16
O=C(NCc1ccco1)c1cc2n(n1)C(C(F)(F)F)CC(c1ccc(Cl)c(Cl)c1)N2 (centres undefined)	-3	-2.6	0	0	-3	90	1.5	-17	15	0
CCCCNC(=O)OCC(CC)NC(=O)OCC(C)C (centres undefined)	-4	-2.3	11	1	1	89	0.1	7	-7	-2
ClCc1nnc(-c2ccccc2)o1	-5	-2.1	-1	2	-1	98	0.5	-3	3	0
O=C(NN1C(=O)/C(=C/c2ccc(O)c([N+](=O)[O-])c2)SC1=S)c1ccccc1Cl	-4	2.4	3	3	-1	107	-0.3	-3	0	6
CCCn1c(=O)c2ccccc2n2c(SCC(=O)c3cc(C)n(CCOC)c3C)nnc12	-4	0.3	-2	5	0	99	-0.1	13	1	-1
CSc1ccc(/C=C(\NC(=O)c2ccccc2)C(=O)NN)cc1	-2	1.6	-3	-5	2	96	0.0	3	0	2
O=C(Nc1ccc2c(c1)OCCO2)C1CCN(S(=O)(=O)c2ccccc2)CC1	-4	0.3	0	1	2	96	0.6	-9	-3	.
CC1=NN(c2ccc(Cl)cc2)C(=O)C1C(c1cccc(O)c1)c1c(C)[nH]n(-c2ccc(Cl)cc2)c1=O (centres undefined)	.	1.2	-2	-1	2	88	0.0	-17	2	5
C/C(=C\C(=O)Nc1cscc1C)C(=O)O	-5	-0.1	4	2	0	97	0.1	-1	8	-17
CCCn1c(SCC(=O)NC2CCCCC2)nnc1C1CC1	-2	0.0	-3	-6	1	100	-0.2	1	5	4
CC1=C(C)C(=O)N(c2ccccn2)C1=O	0	0.1	1	-5	4	90	0.4	-7	-3	3
COc1ccc(NC(=O)c2ccccc2O)c(OC)c1	-7	-0.9	-5	0	3	89	-0.2	-3	13	10
CCOC(=O)c1cc(-c2ccc(OC)cc2)nn1-c1ccccc1C(=O)O	-2	-0.5	3	6	-1	103	0.0	-2	-5	-1
Clc1ccc(Oc2nnnn2-c2ccccc2)cc1	-5	-0.6	4	3	-2	105	0.1	-10	0	8
CCn1c(NCc2ccc3c(c2)OCO3)nc2ccccc21	-3	-1.2	-1	-10	-1	99	0.0	-8	-3	-5
COc1ccc(CN(C)Cc2c(O)ccc3cc(Br)ccc23)cc1OC	-7	-0.6	9	2	-2	91	0.1	-6	5	-4
Cc1nn(CC(O)Cn2cnc3c2c(=O)n(C)c(=O)n3C)c(C)c1Br (centres undefined)	-1	2.4	-3	-3	3	107	0.0	9	-13	6
Cc1nc2ccccc2c(=O)n1NC(=O)COc1ccccc1	-7	1.9	7	1	0	101	-0.1	-2	-1	3
O=C(CSc1n[nH]c(-c2ccccn2)n1)Nc1ccc(Cl)cc1	-3	-0.4	-6	-6	-3	95	0.3	17	-3	3

Given with two lines to a compound: 2 of the compounds above
Below each compound – CaV13 ICDI inh | hiPSC survival | Granule exo inh | m5-HT2A agonist | Glyco luc inh | ABCB6 inh 2 | aDG glyco act | Cardio protect | PDI turbidity | Vif imaging
COc1ccc(NC(=O)c2ccccc2O)c(OC)c1
  -7 | -0.9 | -5 | 0 | 3 | 89 | -0.2 | -3 | 13 | 10
CCOC(=O)c1cc(-c2ccc(OC)cc2)nn1-c1ccccc1C(=O)O
  -2 | -0.5 | 3 | 6 | -1 | 103 | 0.0 | -2 | -5 | -1

Later entries:
SMILES	CaV13 ICDI inh	hiPSC survival	Granule exo inh	m5-HT2A agonist	Glyco luc inh	ABCB6 inh 2	aDG glyco act	Cardio protect	PDI turbidity	Vif imaging
CCOc1ccc(CC(=O)NC2CC(C)(C)N(C)C(C)(C)C2)cc1OCC	-3	-0.5	-1	4	4	98	0.3	-6	1	1
NC(=O)C1CCN(c2oc(-c3cccs3)nc2S(=O)(=O)c2ccc(Cl)cc2)CC1	-2	-0.6	0	5	2	102	0.1	-6	0	2
COc1cc(C(F)(F)F)c(C(=O)N(C)c2ccc(Cl)cc2)cn1	-20	0.5	-3	0	1	100	-0.1	-2	0	-5
COC(=O)CN(C(=O)CSc1nnc(-c2cccc(OC)c2)o1)c1ccc(OC)cc1	-6	5.7	-4	-2	0	96	0.2	9	2	-5
CC(=Nc1ccccc1)C1=C(O)C(Cc2ccc(O)cc2)NC1=O (centres undefined)	-5	-1.9	3	1	10	98	-0.2	-2	15	13
Cc1ccc(-c2ccc(CCC(=O)O)o2)cc1	-3	0.9	0	-1	0	102	0.0	4	-5	.
CC(C)n1c(NCc2ccc(Cl)cc2)nc2ccccc21	-16	0.1	-3	-7	-3	101	0.2	-5	-4	-18
O=C(O)CC1(CC(=O)NCc2ccc(C(F)(F)F)cc2)CCCCC1	-20	-0.3	0	-2	-2	102	-0.1	-3	-6	7
O=C(Nc1ccnn1C1CCN(C2CCC2)CC1)c1ccccc1Cl	-10	0.3	-2	1	1	99	-0.1	0	-16	4
COc1ccc(C(C)=O)cc1CSc1nc2ccccc2o1	.	5.9	0	-3	-3	100	0.7	-13	18	-10
Cc1oc(-c2ccccc2F)nc1CS(=O)(=O)CC(=O)NCCCN(C)C1CCCCC1	-6	0.5	2	-2	0	94	0.1	2	-7	4
Cc1ccc(Oc2ncc(-c3ccc(Cl)cc3)cn2)cc1	.	1.0	0	2	1	101	0.2	5	-2	16

Screens from PubChem BioAssay.
